# Bioassay records as filed in PubChem.
# M5 ag – human M5 muscarinic receptor agonists, primary screen, CHO-K1 cells, Fluo-8 calcium fluorescence; Muscarinic acetylcholine receptor M5 (Homo sapiens), P08912; CHO-K1 hM5 cells; 0% DMSO wells, 100% maximal acetylcholine response; activation, % at 3 µM; 0.19% of 360,000 active;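 active = activation above the run's mean over test compounds plus 3 SD, cut at about 23% in these data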;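 also: signal is peak over basal fluorescence ratio across the kinetic read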
# TAAR1 ag – human TAAR1 agonists, primary screen, Fluo-8 calcium fluorescence, CHO RD-HGA16 cells. Trace amine-associated receptor 1 (Homo sapiens), Q96RJ0. vehicle wells 0%, saturating PEA agonist 100%. activation, % at 3 µM. 0.99% of 360,000 active. AID 624467, 2012;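 active = activation above the mean activation of all test compounds in the run plus 3 SD, cut at about 38% in these data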
# Target sequence (Q96RJ0 whole entry, looked up): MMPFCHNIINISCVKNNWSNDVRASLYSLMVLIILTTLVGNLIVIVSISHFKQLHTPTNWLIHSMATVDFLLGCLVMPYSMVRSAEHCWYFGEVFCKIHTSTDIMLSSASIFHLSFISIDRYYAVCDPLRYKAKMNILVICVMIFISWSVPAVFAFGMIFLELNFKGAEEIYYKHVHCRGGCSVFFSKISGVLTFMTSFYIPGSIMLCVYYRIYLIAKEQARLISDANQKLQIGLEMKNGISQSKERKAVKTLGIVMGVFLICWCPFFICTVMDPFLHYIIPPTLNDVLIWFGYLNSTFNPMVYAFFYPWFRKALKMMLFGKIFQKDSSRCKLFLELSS
#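 Signal – calcium-sensitive Fluo-8 signal, excitation 470-495, emission 515-575 nm · System – RD-HGA16 (CHO) cells co-expressing Gα16 and hTAAR1 · Incubation – 17-24 h seeding, 75 min 37 °C dye, 30 min RT · Compound dosing – 3 µM single concentration · Repeats – no replicates (n 1)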
# CHRM1 agonist – human M1 muscarinic receptor agonists, primary screen, Fluo-8 calcium fluorescence, CHO-K1 cells, HTS. Muscarinic acetylcholine receptor M1 (Homo sapiens), P11229. CHO-K1 hM1, agonist mode; 0% DMSO, 100% acetylcholine EC100. activation, % at 3 µM. 0.33% of 360,000 active. AID 588814, 2011;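 active = activation above the run's mean compound activation plus 3 SD, cut at about 16% in these data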;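 also: peak over basal fluorescence ratio within a 140 s kinetic read after compound addition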
# Target sequence (P11229 whole entry, looked up): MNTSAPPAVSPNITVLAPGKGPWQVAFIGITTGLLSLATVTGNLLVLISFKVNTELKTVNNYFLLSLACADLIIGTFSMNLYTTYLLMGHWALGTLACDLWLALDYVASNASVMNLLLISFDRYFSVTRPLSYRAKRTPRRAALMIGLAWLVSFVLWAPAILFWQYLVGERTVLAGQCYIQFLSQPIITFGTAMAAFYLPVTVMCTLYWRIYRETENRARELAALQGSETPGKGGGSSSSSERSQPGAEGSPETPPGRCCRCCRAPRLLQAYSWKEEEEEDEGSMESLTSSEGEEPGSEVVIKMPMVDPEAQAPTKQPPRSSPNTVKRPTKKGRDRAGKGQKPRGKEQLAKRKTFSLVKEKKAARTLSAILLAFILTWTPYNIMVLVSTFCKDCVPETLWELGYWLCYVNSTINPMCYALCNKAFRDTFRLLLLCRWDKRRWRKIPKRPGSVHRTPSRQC
# CHRM1 antagonist – human M1 muscarinic receptor antagonists, primary screen, CHO-K1 cells, Fluo-8 calcium fluorescence, 1536-well; Muscarinic acetylcholine receptor M1 (Homo sapiens), P11229; CHO-K1 hM1, ACh EC80 antagonist; inhibition, % at 3 µM; 1.3% of 360,000 active;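 active = percent inhibition above its own plate's cutoff, namely the mean of that plate's compound wells plus 3 SD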;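 also: peak over basal fluorescence ratio during 140 s after agonist addition; 0% = ACh EC80 plus DMSO and 100% = DMSO alone without agonist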
# M5 PAM – human M5 muscarinic receptor positive allosteric modulators, primary screen, CHO-K1 cells, Fluo-8 calcium fluorescence | CHO-K1 hM5, ACh EC20 PAM; 0% = ACh EC20, 100% = ACh EC100 | activation, % at 3 µM | 0.3% of 360,000 active;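 active = activation above the run cutoff, the mean activation of all test compounds plus 3 SD, cut at about 18% in these data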
#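 System – CHO-K1 hM5 cells · Compound – 3 µM, single dose · Incubation – compound preincubation 140 s before EC20 acetylcholine addition · Technique – Fluo-8 calcium fluorescence · Measure – Max/basal fluorescence ratio as % of EC20–EC100 ACh window · Benchmarks – low control EC20 acetylcholine (0%), high control EC100 acetylcholine (100%) · Replication – singlicate, one well per test compound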
# M4 antag – human M4 muscarinic receptor antagonists, primary screen, CHO cells, Fluo-8 calcium fluorescence | inhibition, % at 3 µM | 0.73% of 360,000 active | CHO-hM4 cells, ACh EC80 | Muscarinic acetylcholine receptor M4 (Homo sapiens), P08173;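 active = inhibition above its plate's cutoff, the mean inhibition of sample wells plus 3 SD, cut at about 27% in these data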;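 also: 0% = acetylcholine EC80 with DMSO and 100% = DMSO without agonist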
# M5 antag – human M5 muscarinic receptor antagonists, primary screen, CHO cells, Fluo-8 calcium fluorescence. inhibition, % at 3 µM. 0.59% of 360,000 active. Muscarinic acetylcholine receptor M5 (Homo sapiens), P08912. CHO-hM5 cells, ACh EC80. AID 624040, 2012;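 active = inhibition above a per-plate cutoff, the mean of that plate's test compounds plus 3 SD, cut at about 27% in these data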;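 also: 0% = acetylcholine EC80 with DMSO and 100% = DMSO without agonist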
# M1 PAM – human M1 muscarinic receptor positive allosteric modulators, primary screen, CHO-K1 cells, Fluo-8 calcium fluorescence, 1536-well | Muscarinic acetylcholine receptor M1 (Homo sapiens), P11229 | CHO-K1 hM1, ACh EC20; 0% = ACh EC20, 100% = maximal ACh | activation, % at 3 µM | 0.088% of 360,000 active | AID 588819, 2011; in the data active = activation above about 19%, passing the limit was not always enough
# M4 ag – human M4 muscarinic receptor agonists, primary screen, CHO-K1 cells, Fluo-8 calcium fluorescence; 0.14% of 360,000 active; activation, % at 3 µM; CHO-K1 hM4/Gqi5; vehicle 0%, full acetylcholine response 100%; AID 624127, 2012;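 active = activation above the run mean over all test wells plus 3 SD, cut at about 32% in these data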;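 also: peak over basal fluorescence ratio per well then scaled between controls; 0% = DMSO wells and 100% = acetylcholine at EC100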
# An asterisk follows results filed as active; . = not tested or not shown. This is a subset; the hit share may differ from the screen's.
SMILES,M5 ag,TAAR1 ag,CHRM1 agonist,CHRM1 antagonist,M5 PAM,M4 antag,M5 antag,M1 PAM,M4 ag
C=C1C(=O)CC2=C1[C@](Cc1ccc(F)cc1)(C(=O)OC)N(C(=O)c1ccccc1)C2,3,1,.,.,-12,1,7,.,1
Fc1cccc(-c2cc3nc4c(c(N5CCC6(CC5)OCCO6)n3n2)CCCC4)c1,2,3,-3,-4,-2,9,6,0,1
O=c1[nH]cnc2c1ncn2C1OC(CO)CC1F (stereo unspecified),1,0,-3,3,-1,-1,2,2,1
Cc1cc2cc(OCC(=O)O)ccc2n1C,-2,19,-4,-8,1,-4,3,9,1
CCOCC(=O)Nc1ccc2c(c1)OCCO2,-1,1,-1,8,5,-1,-12,-1,1
COc1ccc(C)cc1NC(=O)CCN1CCCC1,-4,0,-6,2,-1,-2,-8,1,0
CC(=O)NC1(C(F)(F)F)NC(=O)N(C2CCCCC2)C1=O (stereo unspecified),0,4,-3,-5,1,8,-1,5,0
CCOc1ccc(NC(=O)CN2C(=O)COc3ccc(Cl)cc32)cc1,-1,-1,-5,-18,2,-2,-2,7,1
COCCCNC(=O)CN(c1cc(Cl)ccc1OC)S(=O)(=O)c1ccc(C)c([N+](=O)[O-])c1,-3,4,-13,-4,-1,-1,-6,8,2
CC(C)CCNC(=O)NC(=O)COc1ccccc1C#N,-5,6,-4,-4,-6,-2,8,3,0
CC(C)c1c(C#N)c(N)nc(SCC(=O)c2cc3ccccc3oc2=O)c1C#N,-2,8,-2,-1,-1,8,5,0,3
CCOC(=O)c1cc(NC(=O)Nc2nccs2)c(C)nc1C,2,11,-2,-5,-5,-8,7,5,5
Cc1ccc2nc(N3CCC(C(=O)NC4CCCCC4)CC3)sc2c1,-3,-1,-2,-3,1,-14,-3,2,2
CCN(CC)C(=O)CSc1ncnc2sc(C)c(C)c12,1,1,-2,-5,-4,-5,5,10,4
CCCCCCN1C[C@@H](O)[C@H](n2cc(-c3ccc(F)cc3)nn2)C[C@@H]1c1ccc(C)cc1,1,-2,-3,-2,-1,-7,7,-1,0
CSCCC(NS(=O)(=O)c1ccc(C)cc1)C(=O)NCC(C)(C)N1CCOCC1 (stereo unspecified),-1,15,-4,-4,0,11,13,5,1
O=[N+]([O-])c1ccc2[nH]c(O)c(N=NC(=S)NCC3CCCO3)c2c1 (stereo unspecified),1,-2,-6,-2,-3,4,0,-1,1
COc1ccccc1NC(=O)CCC(=O)N/N=C(/C)c1ccc(C)cc1,-2,0,2,-10,-1,-5,2,8,1
Cc1cc(Cl)ccc1C(=O)C1CCCN(C(=O)CN2CCOC2=O)C1 (stereo unspecified),-1,2,-6,4,-1,-6,-6,-2,2
Cc1ccc(S(=O)(=O)N2CCN(C(=O)COC(=O)C3CCC3)CC2)c(C)c1,2,2,1,4,2,-6,9,1,7
CC1(C(=O)Nc2ccccc2F)CCN1C(=O)Cc1ccc(-c2ccccc2)cc1 (stereo unspecified),4,7,2,9,-6,2,8,-8,7
CN1CCN(NC(=O)Nc2ccc(Br)cc2Cl)CC1,-8,-1,-5,-6,-8,2,24,5,2
CCCCNCCOCCOc1ccc(Cl)cc1Br,-4,6,-9,15,-2,2,2,-13,8
O=c1c2sccc2nc(SCc2ccc([N+](=O)[O-])cc2)n1Cc1ccccn1,-2,2,-8,11,-12,19,14,-9,0

# Reformatted with tabs: 13 of the compounds above.
Compound	M5 ag	TAAR1 ag	CHRM1 agonist	CHRM1 antagonist	M5 PAM	M4 antag	M5 antag	M1 PAM	M4 ag
COCCCNC(=O)CN(c1cc(Cl)ccc1OC)S(=O)(=O)c1ccc(C)c([N+](=O)[O-])c1	-3	4	-13	-4	-1	-1	-6	8	2
CC(C)CCNC(=O)NC(=O)COc1ccccc1C#N	-5	6	-4	-4	-6	-2	8	3	0
CC(C)c1c(C#N)c(N)nc(SCC(=O)c2cc3ccccc3oc2=O)c1C#N	-2	8	-2	-1	-1	8	5	0	3
CCOC(=O)c1cc(NC(=O)Nc2nccs2)c(C)nc1C	2	11	-2	-5	-5	-8	7	5	5
Cc1ccc2nc(N3CCC(C(=O)NC4CCCCC4)CC3)sc2c1	-3	-1	-2	-3	1	-14	-3	2	2
CCN(CC)C(=O)CSc1ncnc2sc(C)c(C)c12	1	1	-2	-5	-4	-5	5	10	4
CCCCCCN1C[C@@H](O)[C@H](n2cc(-c3ccc(F)cc3)nn2)C[C@@H]1c1ccc(C)cc1	1	-2	-3	-2	-1	-7	7	-1	0
CSCCC(NS(=O)(=O)c1ccc(C)cc1)C(=O)NCC(C)(C)N1CCOCC1 (stereo unspecified)	-1	15	-4	-4	0	11	13	5	1
O=[N+]([O-])c1ccc2[nH]c(O)c(N=NC(=S)NCC3CCCO3)c2c1 (stereo unspecified)	1	-2	-6	-2	-3	4	0	-1	1
COc1ccccc1NC(=O)CCC(=O)N/N=C(/C)c1ccc(C)cc1	-2	0	2	-10	-1	-5	2	8	1
Cc1cc(Cl)ccc1C(=O)C1CCCN(C(=O)CN2CCOC2=O)C1 (stereo unspecified)	-1	2	-6	4	-1	-6	-6	-2	2
Cc1ccc(S(=O)(=O)N2CCN(C(=O)COC(=O)C3CCC3)CC2)c(C)c1	2	2	1	4	2	-6	9	1	7
CC1(C(=O)Nc2ccccc2F)CCN1C(=O)Cc1ccc(-c2ccccc2)cc1 (stereo unspecified)	4	7	2	9	-6	2	8	-8	7

# Next structures
SMILES,M5 ag,TAAR1 ag,CHRM1 agonist,CHRM1 antagonist,M5 PAM,M4 antag,M5 antag,M1 PAM,M4 ag
CCOC(=O)[C@]12CCCC=C1N(Cc1cccc3ccccc13)C(=O)[C@H](CC(=O)N1CCSCC1)C2,2,-1,.,.,-15,6,-4,.,1
O=C(CSc1nc2ccccc2n1-c1ccccc1)NCC1CCCO1 (stereo unspecified),-1,10,-3,-30,2,-7,-3,7,1
CCCCOc1ccc(C(=O)N(Cc2ccco2)C2CCS(=O)(=O)C2)cc1 (stereo unspecified),-2,.,-1,14,2,-8,5,-3,8
CCCCOC(=O)C1=C(C)N(C)C(=O)NC1c1cc2c(cc1Br)OCO2 (stereo unspecified),-2,2,-4,-4,-1,5,12,4,-1
CCOC(=O)c1oc2ccccc2c1CSc1nnnn1-c1ccccc1,-12,7,-6,1,-21,-5,-6,-4,0
COc1cc(C2CC(c3cccnc3)=NN2c2ccc(F)cc2)cc(OC)c1OC (stereo unspecified),0,12,-3,0,14,2,-15,6,0
CCC1C(O)=C(c2ccccn2)C(=N)N1c1ccccc1 (stereo unspecified),-5,5,-8,-34,1,8,-1,5,2
Cc1cc(Cl)c(OCCOCCN2CCN(C)CC2)c(Br)c1,-1,3,-10,15,-3,2,7,-8,8
Cc1ccc(CSc2nnc3ccc(-c4ccncc4)nn23)cc1,-5,5,-1,0,5,6,-9,7,2
CC(=O)Nc1ccc(S(=O)(=O)Nc2cccc(-c3csc(C)n3)c2)cc1,12,11,1,6,-21,-7,8,-6,19
O=c1ccc(-c2ccc(S(=O)(=O)Nc3ccc(F)cc3)s2)n[nH]1,3,5,0,5,-6,-6,0,-3,3
O=C(Nc1cccc(S(=O)(=O)NC2=NCCC2)c1)c1ccccc1OC(F)F,0,-1,-2,4,3,-7,-5,-2,0
COC(=O)c1ccccc1NC(=O)c1cc2ncc(Br)cn2n1,0,4,-4,4,1,2,2,-8,1
CC(C)(C)c1cc(C(=O)NNC(=O)c2ccc(C(F)(F)F)cc2)no1,11,7,4,-6,5,10,-7,0,5
COC(=O)c1ccc2nc(-c3ccc(Cl)cc3)c(Cc3ccc(OC)cc3C)n2c1,-1,1,.,.,-8,1,2,.,0
COc1ccc(C(C#N)(CCC#N)CCC#N)cc1OC,-1,3,-2,1,4,-6,0,-1,1
CCn1cc(C(=O)NCCc2ccc(Cl)cc2)c(=O)c2ccc(C)nc21,-2,0,3,-9,-3,-8,16,13,0
C=CCSc1nnc(-c2ccccc2N=Cc2c(C)[nH]n(-c3ccccc3)c2=O)c(=O)[nH]1,0,9,2,-17,-4,3,1,0,1
CC(=O)Nc1ccccc1-c1nc2cc(C#N)c(C#N)cc2[nH]c1=O,-2,-1,-1,-2,-4,-5,11,1,2
O=C(c1ccc(Br)cc1)c1cc2ccc(O)cc2oc1=O,-1,2,1,-6,-7,0,7,4,10
COC(=O)c1cccc(NC(=O)c2cccc([N+](=O)[O-])c2)c1,-1,5,-1,-8,-4,0,9,9,1
Cc1cc(NC(=O)COC(=O)CCNS(=O)(=O)c2ccccc2)n(-c2ccccc2)n1,3,1,-2,-12,-2,2,3,9,3
CNC(=S)NNC(=O)c1cc(C(C)(C)C)nn1Cc1ccc(F)cc1,5,6,0,1,-6,9,6,6,3
CCCCC(c1nnnn1CS(=O)(=O)c1ccc(C)cc1)N1CCN(C)CC1 (stereo unspecified),0,0,-9,-5,-3,-5,1,9,3
CCOC(=O)C(=O)N=Nc1c(O)[nH]c2ccccc12,3,0,1,-2,4,-9,2,0,3
COc1ccc(SCCN2CC[C@@H](O)CCC2=O)cc1,2,13,-3,-2,2,4,8,4,1
CCOC(=O)c1ccc(NC(=O)NNS(=O)(=O)c2cc(OC)ccc2OC)cc1,-1,3,-1,-6,-3,1,4,3,3
CC1(C)CC(=O)c2sc(NC(=O)c3ccc4ncsc4c3)nc2C1,2,4,0,-9,-3,-3,3,2,4
CCOc1cccc(C(=O)Nc2cccc(-c3nnc(-c4ccccc4)o3)c2)c1,3,10,-1,-21,-12,-1,10,-1,0
Cc1cc2c(OCC(O)CN3CCCC3)cccc2[nH]1 (stereo unspecified),0,0,-7,-8,1,-16,-14,3,1
CCCC(=O)Nc1ccc(NC(=O)Cc2ccccc2)cn1,-2,14,-3,-21,11,-3,-10,7,1
